E-sel inducer = E-selectin induction on HUVECs. P16581. HUVEC E-selectin immunofluorescence imaging; normalized: neutral wells 0, TNF-alpha wells 100. activation, % at 7.58 µM. 260,000 compounds, 0.37% hits;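 active = mean E-selectin-positive cell signal at least 10% of the positive control, reached in at least 60% of replicates, without over 20% cell loss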;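 note: in these data hits start at about 27%; measured in HUVEC primary endothelial cells; signal is the percent of cells scored E-selectin positive by PE staining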
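Material: HUVEC primary endothelial cells; Amount: 3,000 cells per well; Dosing: single concentration; Medium: EGM-2 growth medium on 0.1% gelatin-coated wells; Read-out basis: percent E-selectin-positive cells; Signal: immunofluorescence imaging; Control set: TNF-alpha, DMSO.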
EWS-Fli block = EWS/Fli transcriptional activity inhibition; A673 NR0B1-luciferase reporter, viability-normalised; inhibition, % at 12.6 µM; 350,000 compounds, 0.67% hits; AID 651661;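 active = mean inhibition of at least 50% after viability correction, with every replicate also passing that limit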;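 note: firefly luciferase signal divided by Alamar Blue viability fluorescence both relative to DMSO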
FN deposit inh = fibronectin deposition inhibition; inhibition, % at 12.6 µM; 350,000 compounds, 0.086% hits; AH1F fibroblasts, Alexa488-fibronectin deposition fluorescence, overnight;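 active = mean inhibition across replicates of 30% or more, regardless of how many single replicates reach that level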;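 note: positive control wells lacked labelled fibronectin entirely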
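Material: AH1F fibroblasts assembling fluorescent fibronectin matrix; amount: 10000 AH1F cells/well; medium: DMEM, 2% serum; reagent: Alexa488-fibronectin, 24 nM final in well; dosing: single compound dose, delivered by pin transfer; incubation: 1 h adhesion, overnight exposure; detection: fluorescence after three HBSS washes, excitation 485 nm, emission 525 nm; measure: fibronectin deposition inhibition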
esBAF inh = blocks esBAF chromatin remodeling in mouse ES cells. Bmi1-luciferase knock-in reporter, 24 h; 100% = twice the neutral-well signal. reporter increase, % at 12.5 µM. 350,000 compounds, 2% hits. AID 602393; in the data active = activation above about 40%;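 note: 0% = median of the plate's neutral control wells and 100% = double that signal; a rise in the Bmi1 reporter signal indicates esBAF inhibition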
RAD52 anneal inh = inhibitors of human RAD52 DNA annealing; 360,000 compounds, 0.46% hits; inhibition, % at 18.7 µM; P43351; recombinant RAD52 DNA annealing, FRET fluorescence;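 active = every replicate showing at least 50% inhibition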
Xi reactivation = activators of X-chromosome reactivation in mouse fibroblasts. 360,000 compounds, 0.055% hits. XiGFP mouse fibroblasts, % GFP-positive cells imaging, 3 d; cells co-treated with 5-aza-dC sensitizer; scaled so ellipticine positive control = 100%. AID 743238. activation, % at 7.58 µM;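 active = mean normalized replicate activation at least 10% and every replicate at or above 10%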;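 note: 0% = median of on-plate neutral control wells and 100% = ellipticine 6 µM median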
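Assay system – SV40-immortalized XiGFP fibroblast cells, line 68-5-11 · Buffer or medium – DMEM supplemented with 5-aza-dC as sensitizing agent · Dosing – one concentration, pinned · Benchmarks – positive control ellipticine, 6 µM final · Times – 3 days compound exposure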
RAD54 branch = blocks human RAD54 Holliday junction branch migration; 360,000 compounds, 0.14% hits; FAM/BHQ fluorescence; inhibition, % at 10.4 µM; AID 602329;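 active = mean normalized replicate activity at least 40 and at least half of replicates scoring 40 or more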;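 note: 0% = median of neutral control wells and 100% = median of positive control wells; inhibitors cause a drop in the FAM fluorescence signal; in these data hits start at about 50%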
Target sequence (Q92698 whole entry, looked up): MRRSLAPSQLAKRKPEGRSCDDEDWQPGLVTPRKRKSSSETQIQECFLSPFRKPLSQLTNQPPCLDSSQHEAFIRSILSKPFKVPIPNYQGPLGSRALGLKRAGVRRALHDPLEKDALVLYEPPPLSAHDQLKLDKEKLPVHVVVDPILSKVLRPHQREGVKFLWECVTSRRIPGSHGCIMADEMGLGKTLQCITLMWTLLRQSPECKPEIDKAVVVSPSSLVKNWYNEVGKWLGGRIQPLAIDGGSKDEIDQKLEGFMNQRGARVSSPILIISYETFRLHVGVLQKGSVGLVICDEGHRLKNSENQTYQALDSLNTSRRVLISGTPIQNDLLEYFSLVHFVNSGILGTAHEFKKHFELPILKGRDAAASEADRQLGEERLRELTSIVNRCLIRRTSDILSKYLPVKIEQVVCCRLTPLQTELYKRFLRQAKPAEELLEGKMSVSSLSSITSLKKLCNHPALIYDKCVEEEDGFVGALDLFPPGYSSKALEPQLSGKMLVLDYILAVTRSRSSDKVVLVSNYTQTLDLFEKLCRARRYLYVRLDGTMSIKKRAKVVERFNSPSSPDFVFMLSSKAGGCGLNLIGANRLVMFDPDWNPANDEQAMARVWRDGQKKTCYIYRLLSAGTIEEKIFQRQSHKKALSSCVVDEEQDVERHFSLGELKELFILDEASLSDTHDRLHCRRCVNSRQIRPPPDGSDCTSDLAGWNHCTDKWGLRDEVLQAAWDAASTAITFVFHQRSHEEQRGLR
S100A4 inh HTS = S100A4-myosin IIA interaction inhibition. inhibition, % at 10.7 µM. P26447. S100A4/TAMRA-MyoIIA peptide fluorescence polarization. 360,000 compounds, 0.14% hits. AID 652163;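 active = mean inhibition of at least 70% across replicates, with every replicate also reaching that level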
Target sequence (P26447 whole entry, looked up): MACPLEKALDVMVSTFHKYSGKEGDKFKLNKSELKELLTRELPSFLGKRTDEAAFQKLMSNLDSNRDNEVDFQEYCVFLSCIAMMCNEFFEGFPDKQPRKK
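Assay system: human S100A4 monomer with TAMRA-labelled myosin IIA peptide / Buffer or medium: Calcium-containing HEPES buffer, pH 7.2 / Reagent: TAMRA-labelled myosin IIA heavy-chain peptide probe, 5 nM / Compound: one dose per compound / Timing: polarization read 5 min after assay mix addition, stable 5–60 min / Benchmarks: neutral control DMSO, positive control TFP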
An asterisk follows results filed as active; / = no result given.

SMILES	E-sel inducer	EWS-Fli block	FN deposit inh	esBAF inh	RAD52 anneal inh	Xi reactivation	RAD54 branch	S100A4 inh HTS
CO[C@H]1CN(C)C(=O)c2ccc(NS(=O)(=O)c3cn(C)cn3)cc2OC[C@@H](C)N(Cc2cccc(F)c2)C[C@@H]1C	0.0	7	-4	5	2	0.7	-4	-6
COc1ccc(NC(=O)Nc2ccc3c(c2)C(=O)N([C@H](C)CO)C[C@@H](C)[C@@H](CN(C)Cc2ccccc2)OCCCC[C@@H](C)O3)cc1	0.0	5	14	5	49	0.1	-2	-10
CC(C)CC#Cc1ccc2c(c1)O[C@@H](CN(C)C(=O)C1CC1)[C@@H](C)CN([C@H](C)CO)S2(=O)=O	0.5	8	4	/	/	0.0	/	/
CNC(=O)CSc1nnc(-c2ccccc2F)n1CCc1ccccc1	1.4	-3	-13	5	-2	0.1	4	26
CC(C)c1ccc(C(N)=S)cc1	/	12	/	/	-12	0.0	/	0
COc1ccc(CNC(=O)COC(=O)/C=C/c2ccc(S(=O)(=O)N3CCOCC3)cc2)cc1	/	4	-1	/	-12	0.1	-6	-8
Cc1noc(C)c1CSCc1ccc(Cl)cc1	/	3	-13	/	-2	0.1	-7	-4
COc1ccccc1NC(=O)Nc1nnc(C(C)c2ccccc2)s1 (stereo unspecified)	/	-3	-4	53*	-1	0.0	0	2
Cc1noc(C)c1S(=O)(=O)Nc1ccc2c(c1)CC(=O)N([C@H](C)CO)C[C@@H](C)[C@H](CN(C)CC1CCCCC1)O2	0.0	17	3	3	25	0.1	2	4
Cc1ccc(NC(=O)C2CCN(S(=O)(=O)c3ccc4c(c3)OCCO4)CC2)c(O)c1	0.0	9	-7	1	-17	-0.8	-3	-2
C[C@H]1CN([C@@H](C)CO)S(=O)(=O)c2ccc(-c3ccncc3)cc2O[C@H]1CN(C)C(=O)C1CCCCC1	0.2	17	/	9	/	2.2	/	/
CC(C)NC(=O)N1C[C@H]2[C@@H](c3ccccc31)[C@@H](CO)N2C(=O)Nc1cccc(F)c1	-0.5	0	/	0	0	0.2	8	18
CN(CCc1ccccc1)C(=O)c1ccc(NC(=O)Cc2ccc(NC(=O)C3CCCN(C(=O)c4ccccc4)C3)cc2)cc1 (stereo unspecified)	6.6	15	10	-1	-13	-0.1	2	-6
CC(C)(S)[C@@H](N)C(=O)O	-0.3	-5	/	2	-12	-0.1	-2	1
CCN(CC)c1ccc(NC(=O)CNCc2ccccc2Cl)c(C)c1	-0.1	-1	-6	-2	5	-0.1	-6	5
COc1cc(C(=O)NCC(C)(C)CNC(=O)c2cc(OC)c(OC)c(OC)c2)cc(OC)c1OC	0.0	17	-5	-5	-3	0.0	7	-2
C=CCOc1ccc(Br)cc1CNCCO	2.3	13	-5	/	-10	0.1	/	-2
CCOc1ccc(CCNC(=O)CSc2cc(=O)n(C)c3ccc(Cl)cc23)cc1OCC	/	-8	-3	/	2	0.1	-4	-10
O=C(NCc1ccccn1)c1ccc(Cl)c(S(=O)(=O)NCc2ccccc2)c1	/	-6	8	-4	-25	0.5	5	1
CCOC(=O)c1ccc(NS(=O)(=O)c2ccc3oc(=O)[nH]c3c2)cc1	0.1	13	2	-1	-9	0.0	-4	13
c1ccc(CCNc2ccc3ncc(-c4cccc5ccccc45)n3n2)nc1	0.0	4	3	7	-4	-0.2	0	-2
C#CCOCCOCCOCCNc1nc(N2CCN(C(=O)Cn3cc(CC(C)O)nn3)CC2)nc(N2CCN(C(=O)[C@H](CCCCN)n3cc(CCC(=O)O)nn3)CC2)n1 (stereo partly specified)	-0.2	-4	3	-4	-9	0.1	-9	4
C[C@H](CO)N1C[C@H](C)[C@H](CN(C)C(=O)Nc2ccc3c(c2)OCO3)Oc2c(NC(=O)C3CCOCC3)cccc2C1=O	-0.1	0	-2	1	0	-0.2	8	-26
COc1cccc(CN(C)CC(=O)Nc2cccc(C(F)(F)F)c2)c1OC	1.9	9	-5	4	5	0.1	-5	-25
COc1ccc(C(=O)N2CCCC(c3cc(C(=O)Nc4ccccc4)no3)C2)cc1 (stereo unspecified)	-0.3	-8	-5	24	1	0.1	2	-5
COCC(=O)Nc1ccc2c(c1)C(=O)N(C)C[C@@H](OC)[C@@H](C)CN(C(=O)CC1CC1)[C@@H](C)CO2	-0.1	-1	7	3	-2	0.5	5	-2
Cc1noc(C)c1C(=O)NCC1COc2ccccc2O1 (stereo unspecified)	-0.2	-2	-1	-1	-23	0.0	-4	-1
CN(Cc1nccn1C)C(=O)CC1C(=O)NCCN1Cc1ccccc1C(F)(F)F (stereo unspecified)	1.3	3	-10	2	-14	0.1	-10	-2
COc1cc(C=O)ccc1OCC(=O)Nc1ccccc1N1CCOCC1	3.3	9	/	-4	-16	0.0	-4	0
Cc1noc(C)c1NC(=O)N[C@@H]1CC[C@H](CCNC(=O)C2CCCCC2)O[C@H]1CO	-0.2	5	2	-4	8	0.5	11	-30
Cc1ccc(CNC(=O)Cn2nnc(C(=O)Nc3cccc(C)c3C)c2N)cc1	/	1	11	0	-10	0.0	5	-5
Cc1noc(C)c1NC(=O)N(C)C[C@@H]1Oc2c(NC(=O)C3CC3)cccc2C(=O)N([C@@H](C)CO)C[C@@H]1C	0.5	9	/	-3	1	0.0	9	51
O=C(C[C@@H]1C=C[C@H](NS(=O)(=O)c2cccc(F)c2)[C@H](CO)O1)N1CCCCC1	-0.2	-10	3	0	-16	0.2	-6	-2
CCCCC#Cc1ccc(C(=O)NNC(=O)Nc2ccccc2)o1	0.2	5	0	-2	-6	0.1	/	1
CCNc1nc(NCC)nc(N/N=C/c2ccc(N(C)C)cc2)n1	/	6	3	/	-8	0.1	/	0
N#Cc1ccsc1NC(=O)COC(=O)c1cc(Br)ccc1O	1.5	-10	-19	/	-23	0.0	6	-3
COc1ccc(S(=O)(=O)Nc2cccc3c2O[C@@H](CN(C)S(=O)(=O)c2ccc(F)cc2)[C@H](C)CN([C@@H](C)CO)C3=O)cc1	0.2	7	/	17	-6	-1.0	7	4
CCS(=O)(=O)Nc1cccc(-c2ccc3nnc(C)n3n2)c1	/	2	-7	/	-21	0.0	/	1
COc1ccc2c3c([nH]c2c1)[C@H](CO)N(C(=O)C1CCCC1)CC31CCN(S(C)(=O)=O)CC1	-0.1	-7	/	/	-14	0.3	/	-5
O=C(N[C@H]1CC[C@H](CCNS(=O)(=O)Cc2ccccc2)O[C@H]1CO)c1ccc2c(c1)OCO2	0.9	-7	9	2	6	0.4	0	2
C[C@@H]1C=C(C(=O)N2CCN(Cc3ccc4c(c3)OCO4)CC2)O[C@H](OCc2ccc(CO)cc2)C1	/	-5	/	/	4	/	4	6
C[C@H](CO)N1C[C@H](C)[C@H](CN(C)Cc2ccccc2)Oc2ccc(NC(=O)CCCCCC(=O)Nc3ccccc3N)cc2CC1=O	0.6	56*	/	-4	2	0.1	9	-1
C[C@@H]1CN([C@H](C)CO)C(=O)c2cccc(NS(=O)(=O)c3cccs3)c2O[C@@H]1CN(C)Cc1ccc(C(=O)O)cc1	/	8	/	0	-16	0.0	-7	-7
Cc1c(CC(=O)NCCC(C)C)c(=O)oc2cc3c(cc12)CCC(C)(C)O3	/	-3	9	-4	-7	0.3	4	-1
C/C=C/c1ccc([C@H]2[C@H](CO)N[C@H]2CN(CC)C(=O)c2ccccn2)cc1	1.5	-3	/	2	-8	0.2	1	-8
O=c1cc(O)nc(SC23CC4CC(CC(C4)C2)C3)[nH]1	/	0	/	4	-15	/	3	8
ON=C1CCCCCCCC1	-0.3	-4	2	/	-6	0.3	/	-11
C[C@@H]1CN([C@@H](C)CO)S(=O)(=O)c2ccc(C3=CCCC3)cc2O[C@H]1CN(C)Cc1ccccc1	-0.7	20	/	-1	-14	-0.6	2	-3
COc1ccc(/C=N/Nc2nc(=O)[nH]nc2C)cc1OC	-0.2	-10	0	/	-11	-0.2	/	2
CC(=O)N1CCCC1(C(=O)O)c1ccccc1 (stereo unspecified)	/	1	-10	/	-5	-0.5	-13	-8
OCCNc1nnc(-c2ccccc2)c(-c2ccccc2)n1	/	1	-8	/	-24	0.0	/	-4
CC(=O)c1cccc(NC(=O)C2Cc3c(-c4ccc5c(c4)OCO5)ccnc3O2)c1 (stereo unspecified)	-0.2	-7	10	4	-11	0.1	0	1
COc1ccc(NC(=O)c2ccccc2CC[N+](=O)[O-])cc1	-1.8	-3	2	0	-12	0.0	2	-16
C[C@H]1CN([C@@H](C)CO)C(=O)c2cc(-c3cncnc3)cnc2O[C@H]1CN(C)Cc1ccccc1	-0.6	2	-15	-3	8	0.0	0	10
O=C(C(O)c1ccc(Br)cc1)N1CCC(Nc2ccc3[nH]ncc3c2)CC1 (stereo unspecified)	-0.2	-7	19	-6	0	-0.1	-4	-1
CN(C(=O)COC(=O)C1=COCCO1)C1(C#N)CCCCC1	0.0	-2	-3	-1	-10	0.0	-12	-6
CCOC(=O)c1c(NC(=O)COC(=O)c2cccnc2OCC)sc(C(=O)N(CC)CC)c1C	0.0	4	-5	-3	-7	-0.2	-3	-4
CC1(C)CC(=O)C(=Cc2cn(CCC#N)nc2-c2ccc(Cl)cc2)C(=O)C1	-0.7	5	1	/	-8	0.0	/	-5
Cc1cccc(C)c1NC(=S)N/N=C/c1c(Cl)cccc1Cl	0.5	5	4	/	-7	0.0	/	-1
COc1ccc(CN(C)C[C@H]2OCCCC[C@@H](C)Oc3ccc(NC(=O)Nc4c(C)noc4C)cc3C(=O)N([C@H](C)CO)C[C@@H]2C)cc1	-0.2	-1	/	-4	12	-1.0	3	-5

Next section
SMILES	E-sel inducer	EWS-Fli block	FN deposit inh	esBAF inh	RAD52 anneal inh	Xi reactivation	RAD54 branch	S100A4 inh HTS
C=CCOC(=O)C1=C(C)NC(=O)NC1/C=C/c1ccccc1OC (stereo unspecified)	1.1	4	-3	11	-20	-0.1	-9	-9
O=[N+]([O-])c1ncn(C23CC4CC(CC(C4)C2)C3)n1	/	-3	-7	/	-9	0.0	/	-8
COc1ccc(CCNC(=O)Cc2cccs2)cc1OC	/	-1	9	-5	-8	0.0	/	-1
CC(C)C#Cc1ccc([C@H]2[C@@H](CO)N3C(=O)CN(C(=O)NC4CCCC4)C[C@H]23)cc1	0.0	-5	9	/	-7	0.1	/	-13

Compound profiles (already shown). Screens in order: E-sel inducer | EWS-Fli block | FN deposit inh | esBAF inh | RAD52 anneal inh | Xi reactivation | RAD54 branch | S100A4 inh HTS
Entry for C=CCOC(=O)C1=C(C)NC(=O)NC1/C=C/c1ccccc1OC (stereo unspecified) → 1.1 | 4 | -3 | 11 | -20 | -0.1 | -9 | -9
Entry for CC(C)C#Cc1ccc([C@H]2[C@@H](CO)N3C(=O)CN(C(=O)NC4CCCC4)C[C@H]23)cc1 → 0.0 | -5 | 9 | / | -7 | 0.1 | / | -13

Bioassay records deposited in PubChem BioAssay by Broad Institute.

Random draw from the library (roughly 3% active in at least one column).
